# NRP1-CendR mod: modulators of CendR peptide binding to NRP-1, primary screen, biochemical, fluorescence polarization, uHTS. 360,000 compounds, 0.85% hits. AID 602438, 2012. FAM-RPARPAR peptide binding to NRP-1. inhibition, % at 25 µM;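 active = inhibition or corrected inhibition above about 18%, plus a signal ratio from 0.5 to 1.5, limit read from the data, passing the limit was not always enough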; also: strong numbers were not always called active
# eLon inh: inhibitors of E. coli Lon protease, primary screen, biochemical, fluorescence polarization; P0A9M0; purified E. coli Lon protease; inhibition, % at 7.94 µM; 360,000 compounds, 0.42% hits; in the data active = inhibition above about 13%, passing the limit was not always enough;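 also: 0% = enzyme with probe and DMSO and 100% = no enzyme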
# SKN-1 block: suppressors of acrylamide-induced Pgst-4::GFP reporter in worms, primary screen, SKN-1 inhibitor project, whole organism, uHTS, GFP/RFP fluorescence ratio, strain VP596. C. elegans VP596 Pgst-4::GFP/RFP ratio, 24 h. inhibition, % at 21.8 µM. 360,000 compounds, 0.49% hits. AID 624304, 2012;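 active = interference check ratio from 0.5 to 1.5 plus GFP to RFP signal ratio inhibition reaching or exceeding a fixed threshold, cut at about 30% in these data, passing the limit was not always enough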; also: some compounds called inactive have numbers as strong as hits
# FAS TE block: FAS thioesterase domain inhibitors, primary screen, biochemical, fluorescence intensity, uHTS. AID 602261, 2012. recombinant FAS-TE, OMFH fluorogenic substrate, fluorescence endpoint. inhibition, % at 15 µM. Fatty acid synthase (Homo sapiens), P49327. 360,000 compounds, 0.67% hits;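 active = compounds whose normalised, plate-corrected inhibition of enzyme fluorescence in the single-dose primary screen is 50% or more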;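 also: 0% = DMSO with enzyme and 100% = substrate without enzyme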
# Target sequence (P49327 whole entry, looked up, the tested form may be a part): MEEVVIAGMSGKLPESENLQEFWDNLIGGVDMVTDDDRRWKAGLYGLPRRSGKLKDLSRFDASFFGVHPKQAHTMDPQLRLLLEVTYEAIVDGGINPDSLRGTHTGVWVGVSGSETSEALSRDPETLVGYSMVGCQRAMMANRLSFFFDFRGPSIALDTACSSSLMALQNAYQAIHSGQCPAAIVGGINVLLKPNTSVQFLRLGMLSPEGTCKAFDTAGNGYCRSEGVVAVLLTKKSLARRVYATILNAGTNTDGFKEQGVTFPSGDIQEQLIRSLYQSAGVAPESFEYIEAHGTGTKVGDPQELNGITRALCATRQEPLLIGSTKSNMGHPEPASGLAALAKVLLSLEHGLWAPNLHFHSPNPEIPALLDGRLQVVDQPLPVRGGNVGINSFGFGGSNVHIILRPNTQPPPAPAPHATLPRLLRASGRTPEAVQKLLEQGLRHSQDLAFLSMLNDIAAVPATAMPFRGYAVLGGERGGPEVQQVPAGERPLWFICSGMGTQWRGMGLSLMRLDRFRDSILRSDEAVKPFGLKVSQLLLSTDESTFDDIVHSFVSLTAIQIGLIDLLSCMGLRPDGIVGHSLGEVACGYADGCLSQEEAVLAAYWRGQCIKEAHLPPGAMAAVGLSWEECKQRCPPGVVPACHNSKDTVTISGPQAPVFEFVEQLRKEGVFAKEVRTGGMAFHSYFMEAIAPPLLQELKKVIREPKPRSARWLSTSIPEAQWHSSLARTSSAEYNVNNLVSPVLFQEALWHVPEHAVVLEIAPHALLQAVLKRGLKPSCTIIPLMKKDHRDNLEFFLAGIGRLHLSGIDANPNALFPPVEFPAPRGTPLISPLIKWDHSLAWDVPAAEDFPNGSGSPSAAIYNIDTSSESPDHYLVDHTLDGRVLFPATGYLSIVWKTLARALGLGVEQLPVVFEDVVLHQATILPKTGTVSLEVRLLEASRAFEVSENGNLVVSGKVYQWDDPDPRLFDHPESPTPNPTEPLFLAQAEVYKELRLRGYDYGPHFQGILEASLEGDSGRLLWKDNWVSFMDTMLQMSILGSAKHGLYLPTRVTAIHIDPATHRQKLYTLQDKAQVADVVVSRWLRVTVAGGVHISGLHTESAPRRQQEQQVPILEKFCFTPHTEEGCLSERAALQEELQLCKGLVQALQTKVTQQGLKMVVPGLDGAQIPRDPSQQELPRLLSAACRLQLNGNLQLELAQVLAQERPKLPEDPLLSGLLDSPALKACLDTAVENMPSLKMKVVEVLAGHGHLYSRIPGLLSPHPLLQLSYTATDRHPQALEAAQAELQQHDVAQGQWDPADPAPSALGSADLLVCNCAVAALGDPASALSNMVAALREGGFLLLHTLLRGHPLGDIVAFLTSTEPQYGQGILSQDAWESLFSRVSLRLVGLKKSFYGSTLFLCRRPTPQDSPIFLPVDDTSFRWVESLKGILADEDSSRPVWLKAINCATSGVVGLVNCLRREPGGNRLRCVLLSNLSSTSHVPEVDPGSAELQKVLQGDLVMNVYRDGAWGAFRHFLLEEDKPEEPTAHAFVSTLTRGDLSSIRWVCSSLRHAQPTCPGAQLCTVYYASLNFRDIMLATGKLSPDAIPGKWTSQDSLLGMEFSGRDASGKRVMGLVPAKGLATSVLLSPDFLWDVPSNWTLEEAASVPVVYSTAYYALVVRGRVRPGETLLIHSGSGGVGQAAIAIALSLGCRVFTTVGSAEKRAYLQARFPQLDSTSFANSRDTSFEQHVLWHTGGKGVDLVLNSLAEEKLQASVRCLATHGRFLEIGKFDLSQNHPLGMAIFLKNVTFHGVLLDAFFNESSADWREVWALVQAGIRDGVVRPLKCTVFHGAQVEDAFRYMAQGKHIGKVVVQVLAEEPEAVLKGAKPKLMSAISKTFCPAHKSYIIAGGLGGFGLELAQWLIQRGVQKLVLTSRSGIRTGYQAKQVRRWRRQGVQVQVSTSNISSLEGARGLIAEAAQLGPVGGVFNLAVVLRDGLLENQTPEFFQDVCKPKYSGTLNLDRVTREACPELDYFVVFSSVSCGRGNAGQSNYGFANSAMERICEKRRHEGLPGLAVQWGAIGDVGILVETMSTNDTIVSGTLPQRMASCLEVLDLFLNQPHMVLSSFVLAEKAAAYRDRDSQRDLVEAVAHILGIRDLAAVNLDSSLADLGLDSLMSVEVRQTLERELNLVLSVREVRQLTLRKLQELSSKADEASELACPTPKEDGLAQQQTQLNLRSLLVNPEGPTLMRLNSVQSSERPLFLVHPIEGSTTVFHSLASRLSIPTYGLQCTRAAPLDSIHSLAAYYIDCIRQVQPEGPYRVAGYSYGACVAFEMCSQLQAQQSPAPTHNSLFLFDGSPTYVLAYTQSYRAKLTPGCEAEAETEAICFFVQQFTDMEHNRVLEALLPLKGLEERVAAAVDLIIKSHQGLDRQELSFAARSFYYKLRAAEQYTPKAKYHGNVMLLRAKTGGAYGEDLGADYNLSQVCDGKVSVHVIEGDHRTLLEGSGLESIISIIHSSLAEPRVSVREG
# MLLE-PAM2 inh: inhibitors of PABP1 MLLE–PAM2 peptide binding, primary screen, biochemical, fluorescence polarization, FITC-PAM2, GST-MLLE. inhibition, % at 20 µM. 360,000 compounds, 0.36% hits; in the data active = inhibition above about 35%, passing the limit was not always enough;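 also: plate controls were DMSO wells with GST-MLLE for no effect and wells lacking GST-MLLE protein for full effect; some results filed as inactive read as strong as hits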
# MsrA inh: bovine MsrA enzyme inhibitors, primary screen, biochemical, absorbance, HTS; 360,000 compounds, 0.75% hits; inhibition, % at 15.5 µM; purified bovine MsrA, absorbance read-out; in the data active = inhibition above about 4.5%;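 also: 0% = vehicle wells with enzyme and 100% = reference inhibitor wells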
# bovine MsrA act: bovine MsrA enzyme activators, primary screen, biochemical, absorbance, HTS. Methionine sulfoxide reductase A (Bos taurus). purified bovine MsrA, absorbance read-out. activation, % at 10.6 µM. 360,000 compounds, 0.3% hits. AID 602163, 2012; in the data active = activation above about 7.5%;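 also: 0% = vehicle and 100% = reference activator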
# MT1-MMP act inh: blockers of MT1-MMP proenzyme processing, primary screen, HT1080 RFP-PRO-GFP cells, GFP/RFP fluorescence; Matrix metalloproteinase-14 (Homo sapiens), P50281; GFP/RFP ratio fluorescence, overnight; percent of plate control window, DMSO zero; GFP/RFP ratio change, % at 20 µM; 360,000 compounds, 0.061% hits; AID 651647, 2012;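 active = GFP/RFP ratio change of at least 30% with cell ATP level not reduced by more than half and red fluorescence within 50% of control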; also: strong numbers were not always called active
#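 Assay system – RFP-PRO-GFP reporter HT1080 cells · Compound dosing – single dose of 20 µM compound, 1% DMSO final · Incubation – overnight compound exposure at 37 °C · Measure – GFP/RFP fluorescence ratio · Benchmarks – DMSO wells and RFP-L50D-GFP cells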
# Tb MetRS inh: T. brucei MetRS inhibitors, primary screen, biochemical, luminescence | methionyl-tRNA synthetase (Trypanosoma brucei brucei) | purified T. brucei MetRS, ATP depletion, Kinase-Glo luminescence | inhibition, % at 11.9 µM | 360,000 compounds, 0.4% hits;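 active = inhibition above a per-plate cutoff of the control wells' mean inhibition plus 3 SD, cut at about 5.5% in these data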;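 also: 0% = DMSO wells median and 100% = median of wells with control inhibitor compound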
#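 Test system: purified T. brucei MetRS enzyme. Also added: ATP, methionine and E. coli bulk tRNA substrates. Compound: 11.9 µM single point. Schedule: 15 min enzyme-compound preincubation, 2 h reaction, 10 min detection, 25 °C. Signal: luciferase luminescence of residual ATP, Kinase-Glo. Evaluation: percent inhibition versus plate control medians. Controls: DMSO wells, low control.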
# * = called active by the depositor; . = not tested or not shown.
SMILES,NRP1-CendR mod,eLon inh,SKN-1 block,FAS TE block,MLLE-PAM2 inh,MsrA inh,bovine MsrA act,MT1-MMP act inh,Tb MetRS inh
CN(C)c1ccc(C(C(=O)NC(C)(C)C)N(C(=O)c2csnn2)C2CC2)cc1 (centres undefined),-4,-3,2,-8,-1,0.4,-2,-10,-0.8
O=S(=O)(NCc1ccccc1Cl)c1ccc(-n2cccn2)cc1,-2,-7,-24,6,-4,1.1,-2,-2,-0.4
CN(C)C(=O)CCc1ccc2c3c([nH]c2c1)[C@]1(CCC2CCCC2)[C@@H](C(=O)N2CCOCC2)C[C@H](CC(=O)NCCCn2ccnc2)C(=O)N1CC3,2,-5,12,7,3,-1.4,-3,4,-0.6
COc1ccc(-c2cc(=O)oc3cc(OC(C)C(=O)NCCCn4ccnc4)ccc23)cc1 (centres undefined),-3,-1,-1,-6,-4,1.9,-3,-1,-0.9
c1cn(CCCNc2ncnc3nc[nH]c23)cn1,-2,2,-9,-6,11,0.8,-2,4,-0.5
CSCC[C@H](NC(=O)[C@H](Cc1ccccc1)n1c(=O)[nH]c2ccccc2c1=O)C(=O)NCC1CCC(C(=O)O)CC1 (some centres undefined),4,-18,-13,-1,6,0.1,0,0,1.2
CC(=O)Nc1ccc2nc(CN3CCN(CC(C)C)C(CCO)C3)ccc2c1 (centres undefined),-5,-4,5,-6,-5,0.4,0,2,-0.1
CCCCCC(=O)Nc1cccc(S(=O)(=O)NC2=NCCCCC2)c1,7,-2,-1,-11,-20,0.6,-1,-3,0.1
O=C(OCC(=O)c1c[nH]c2ccccc12)c1cc2ccccc2cc1O,-3,-4,6,0,-17,1.4,-6,1,1.3
O=C(COC(=O)c1ccc([N+](=O)[O-])o1)NC1CCS(=O)(=O)C1 (centres undefined),-34,-15,4,-7,-4,-0.3,2,3,0.4
Cc1ccc(C(=O)N2N=C(c3cccc(NS(C)(=O)=O)c3)CC2c2cccs2)cc1 (centres undefined),-11,5,6,18,-9,-0.1,-2,1,0.0
CC(C)C[C@@H]1COc2cccc(N(C)CCO)c2S(=O)(=O)N1,0,-2,-7,-7,.,0.3,-3,5,-0.7
CC(C)n1nnnc1C1c2ccccc2C(=O)N1CCCn1ccnc1 (centres undefined),1,-5,15,-11,.,0.0,-1,4,-1.0
CN(C(=O)c1c(Cl)cnn1C)C12CC3CC(CC(C3)C1)C2,1,-26,2,-1,13,0.6,-2,3,-0.3
CNC(C)C(=O)NC(C(=O)N1CCCC1C(=O)Nc1ccc2ncccc2c1)C(C)C (centres undefined),0,6,0,-5,6,-1.2,-9,4,0.2
Cc1cc(SCC(N)=O)nc(SCC(=O)c2ccccc2)n1,4,6,10,-5,18,0.1,0,2,-0.3
O=C(CCN1CCN(c2ccccc2F)CC1)Nc1cccc(F)c1,13,-10,14,-3,-7,-0.7,-2,6,0.2
CC(C)c1ccc(CNc2ccc(N3CCOCC3)cc2)cc1,-15,1,16,-7,17,-0.2,2,4,-0.1
COc1ccc(C(=O)NC2CCCCCC2)cc1OC1CCN(C(C)=O)CC1,-2,-16,7,-6,20,0.3,-2,0,0.4
CC1(C(=O)NCCc2ccccc2)Cc2c(-c3ccc(C(N)=O)cc3)ccnc2O1 (centres undefined),21,11,7,-4,4,1.7,-1,0,-0.2
O=C1CSC(c2ccccc2Br)N1c1ccc(Cl)cn1 (centres undefined),9,5,-12,20,6,-0.7,1,11,-0.6
COc1ccccc1CNc1nc2cc(-c3ccccc3C)sc2c(=O)n1C,-5,-16,14,18,0,1.2,-1,4,-0.2
Cc1ccc2c(c1)/C(=C/c1ccccc1)C(=O)N2,-11,-5,16,1,-3,0.9,-4,-2,-0.5
O=C(CCC(=O)c1ccccc1)NCc1cccc(C(F)(F)F)c1,11,-4,-12,10,-2,0.0,-4,2,-0.4
CCN(CC)C(=O)CSc1nc(O)c(Cc2ccccc2)c(=O)n1-c1ccc(C)cc1,0,3,10,-10,28,-1.2,-4,3,-0.9
O=P(O)(CCc1ccccn1)CN1CCOCC1,-23,-10,12,-8,-17,0.0,-1,3,-0.1
CCC(C)c1ccc(OCC(=O)Nc2ccc(Cl)cn2)cc1 (centres undefined),-2,2,11,26,3,0.2,-3,0,-0.6
Cc1cc(C)n(C(=O)CCCn2nc(C)c([N+](=O)[O-])c2C)n1,2,3,-2,0,3,-0.8,-5,2,-1.1
COCCN(C(=O)c1ccc2c(c1)C(=O)N(c1ccccc1Cl)C2=O)c1c(N)n(CC(C)C)c(=O)[nH]c1=O,-1,-7,12,8,7,0.8,-1,-2,0.5
O=C1N=C(O)CN1/N=C/c1ccc(-c2ccc([N+](=O)[O-])cc2)o1,-18,-6,-15,.,-17,2.0,-3,2,-1.0
CSc1ncc(Cl)c(C(=O)Nc2ccccc2[N+](=O)[O-])n1,5,1,4,-2,13,0.7,-2,-3,0.4
Fc1ccc(NC(=S)Nc2ccc3nccnc3c2)cc1,-7,3,10,3,22,1.2,-2,-2,0.2
N#C/C(=C/c1ccc(-c2cccc([N+](=O)[O-])c2)o1)C(=O)Nc1nc(-c2cccs2)cs1,-7,1,-15,10,3,0.5,-4,4,0.1
Cc1ccc(C(=O)NCCc2nnc3ccc(NCc4ccc5c(c4)OCO5)nn23)cc1,7,9,12,-1,5,-0.3,-2,0,1.1
CNS(=O)(=O)c1cc(OC)ccc1OC,-8,7,7,-6,-2,-1.2,-1,2,-0.2
C[C@@H]1CN([C@@H](C)CO)C(=O)CCCn2nncc2CO[C@@H]1CN(C)C(=O)Nc1ccc2c(c1)OCO2,-1,8,7,-10,-10,-0.6,-2,2,-1.5
COc1ccc(CN(Cc2ccc(OC)cc2)S(=O)(=O)c2ccc(-n3cnnn3)c(C)c2)cc1,-10,-3,-3,23,7,0.1,1,-1,-0.5
NC(=O)c1cc(-c2csc(-c3cccnc3)n2)ccc1O,-7,2,-1,1,-1,2.1,-4,-1,0.0
Cn1c(=O)c2c(nc(OCCc3ccccc3)n2C)n(C)c1=O,12,5,24,-2,2,0.2,-1,-5,-1.2
C[C@@H]1ON(C)[C@H]2C[C@H]3c4[nH]c5ccccc5c4CCN3C(=O)[C@@H]12,-16,-5,10,-10,-8,-0.3,-1,-2,-0.2

# 2 of these compounds in a different format.
Structure | NRP1-CendR mod | eLon inh | SKN-1 block | FAS TE block | MLLE-PAM2 inh | MsrA inh | bovine MsrA act | MT1-MMP act inh | Tb MetRS inh
O=C(CCN1CCN(c2ccccc2F)CC1)Nc1cccc(F)c1 | 13 | -10 | 14 | -3 | -7 | -0.7 | -2 | 6 | 0.2
CC(C)c1ccc(CNc2ccc(N3CCOCC3)cc2)cc1 | -15 | 1 | 16 | -7 | 17 | -0.2 | 2 | 4 | -0.1

# Further compounds follow.
SMILES,NRP1-CendR mod,eLon inh,SKN-1 block,FAS TE block,MLLE-PAM2 inh,MsrA inh,bovine MsrA act,MT1-MMP act inh,Tb MetRS inh
O=C(OCC(=O)N1CCOCC1)c1ccc(Cl)c(S(=O)(=O)N2CCc3ccccc32)c1,-12,-5,0,2,-2,0.1,-3,-3,-0.3
Cc1ccc(CNC(=O)Cn2cccc2C(=O)c2ccccc2)cc1,-2,4,9,2,5,1.6,-4,-2,-0.4
CC(C)(C)[C@H]1C=C(C(=O)N2CCOCC2)O[C@@H](OCCCCO)C1,8,8,-3,-8,-2,-1.0,-7,-2,-0.3
O=C(N/N=C\c1ccc(-c2ccc(Cl)c(Cl)c2)o1)C(=O)N1CCCC1,12,6,-1,4,-49,-0.6,-8,-1,-1.2
O=C(O)c1ccccc1N=N/C(=N/Nc1cc(S(=O)(=O)O)ccc1O)c1ccccc1,42*,-2,-14,4,11,0.8,-8,26,0.4
CCOc1ccc2oc(C(=O)NCC(C)(C)CN(C)C)c(C)c2c1,5,-6,5,-1,-13,0.0,0,-1,-0.5
CCN(CC)CCNC(=O)Cn1nc(Cc2cccnc2)c2ccccc2c1=O,4,-6,7,-6,-4,0.3,-4,-1,-0.5
CCCn1cccc(C(=O)Nc2ccc(OC)cc2)c1=O,2,-7,-10,-5,3,2.6,0,2,0.6
CCCCN(C)C1CCN(C(=S)Nc2ccc(OC)cc2)CC1,-6,4,-18,-6,-12,1.4,-5,2,-1.4
Cn1nc(-c2ccccc2)cc1NC(=O)Nc1ccc(C(C)(C)C)cc1,-4,-1,11,12,10,-0.5,-1,1,-1.0
O=C(NCc1ccccc1C(F)(F)F)C12CN(Cc3ccccc3)CC1C(c1ccc([N+](=O)[O-])cc1)=NO2 (centres undefined),1,-4,14,13,4,2.1,-1,0,0.1
COC(=O)c1ccccc1S(=O)(=O)NNC(=O)C12CC3CC(CC(C3)C1)C2,6,-1,8,-1,9,-0.7,-1,2,-0.4
O=C(CN1C(=O)COc2ccccc21)N(Cc1ccc2c(c1)OCO2)CC1CCCO1 (centres undefined),-8,0,5,4,5,1.7,1,0,-0.6
COc1ccc(-c2nc(C#N)c(NCc3cccnc3)o2)cc1OC,0,-1,28,-6,6,2.9,0,5,0.1
COc1ccc(NC(=O)CSc2ccc(-c3sc(C)nc3C)nn2)cc1,-9,-3,-7,-5,3,-0.2,-3,6,-0.4
COc1ccc(/C=C/C(=O)c2cc(F)ccc2OC(=O)c2ccccc2)cc1OC,0,-5,12,0,9,3.6,-8,14,-2.3
Cc1ccc(S(=O)(=O)N2CC3(O)CN(C(=O)OC(C)C)N(C(=O)OC(C)C)CC3(OC(=O)NC3CC3)C2)cc1 (centres undefined),3,1,11,4,.,-1.2,-2,7,-0.3
O=C(c1ccccc1NS(=O)(=O)c1ccc(F)cc1)N1CCCCC1,4,-1,5,-4,-1,-1.1,-3,-3,0.1
COc1ccc(NC(C)=[N+](C)CCNS(=O)(=O)c2ccc(Cl)cc2)cc1Cl,9,0,2,-4,-122,1.0,-2,1,-0.5
COc1ccc(CC2(CO)CCN(Cc3cccnc3)CC2)cc1,6,-8,3,-2,2,2.4,-1,3,0.5
O=C(CCCN1C(=O)S/C(=C/c2ccccc2)C1=S)Nc1ccc(C(=O)O)cc1,-21,-2,14,0,15,-1.3,-5,1,-0.1
COc1ccccc1-c1ccc(Nc2cccc(C(C)=O)c2)nn1,-9,-2,1,0,10,0.9,-11,13,-1.0
CSc1cc(-c2ccccc2)n(Cc2ccccc2Cl)c(=O)c1C#N,-5,0,2,17,6,-0.5,-8,-11,-0.6
COc1ccccc1/C=N/NC(=O)CC(=O)Nc1ccc(Cl)c(Cl)c1,9,-3,-9,28,9,0.2,0,-1,0.8
O=C(NC(=S)Nc1c(Cl)ccc2nsnc12)c1ccccc1F,0,5,-3,0,21,0.4,-11,.,-0.7
CCc1ccccc1OCCOc1ccc(C)cc1OC,-2,2,-13,22,-10,0.9,-1,2,-2.1

# Bioassay records from PubChem BioAssay.

# This is a random part of the collection; overall some 4% were active at least once.
